Assay outcomes from PubChem BioAssay.
Cav3 T inh – Cav3.2 calcium influx blockers – cell-based, Fluo-4 calcium fluorescence, FDSS, MLSMR library, primary screen | Cav3.2-expressing cells; hits give low values | 4% of 100,000 active | AID 449739, 2010 | B-score at 10 µM | Voltage-dependent T-type calcium channel subunit alpha-1H (Homo sapiens), O95180;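 active = single-dose well whose peak fluorescence ratio is a statistical outlier from its plate by either plate-standardised score or position-corrected B-score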
Target sequence (O95180 whole entry, looked up): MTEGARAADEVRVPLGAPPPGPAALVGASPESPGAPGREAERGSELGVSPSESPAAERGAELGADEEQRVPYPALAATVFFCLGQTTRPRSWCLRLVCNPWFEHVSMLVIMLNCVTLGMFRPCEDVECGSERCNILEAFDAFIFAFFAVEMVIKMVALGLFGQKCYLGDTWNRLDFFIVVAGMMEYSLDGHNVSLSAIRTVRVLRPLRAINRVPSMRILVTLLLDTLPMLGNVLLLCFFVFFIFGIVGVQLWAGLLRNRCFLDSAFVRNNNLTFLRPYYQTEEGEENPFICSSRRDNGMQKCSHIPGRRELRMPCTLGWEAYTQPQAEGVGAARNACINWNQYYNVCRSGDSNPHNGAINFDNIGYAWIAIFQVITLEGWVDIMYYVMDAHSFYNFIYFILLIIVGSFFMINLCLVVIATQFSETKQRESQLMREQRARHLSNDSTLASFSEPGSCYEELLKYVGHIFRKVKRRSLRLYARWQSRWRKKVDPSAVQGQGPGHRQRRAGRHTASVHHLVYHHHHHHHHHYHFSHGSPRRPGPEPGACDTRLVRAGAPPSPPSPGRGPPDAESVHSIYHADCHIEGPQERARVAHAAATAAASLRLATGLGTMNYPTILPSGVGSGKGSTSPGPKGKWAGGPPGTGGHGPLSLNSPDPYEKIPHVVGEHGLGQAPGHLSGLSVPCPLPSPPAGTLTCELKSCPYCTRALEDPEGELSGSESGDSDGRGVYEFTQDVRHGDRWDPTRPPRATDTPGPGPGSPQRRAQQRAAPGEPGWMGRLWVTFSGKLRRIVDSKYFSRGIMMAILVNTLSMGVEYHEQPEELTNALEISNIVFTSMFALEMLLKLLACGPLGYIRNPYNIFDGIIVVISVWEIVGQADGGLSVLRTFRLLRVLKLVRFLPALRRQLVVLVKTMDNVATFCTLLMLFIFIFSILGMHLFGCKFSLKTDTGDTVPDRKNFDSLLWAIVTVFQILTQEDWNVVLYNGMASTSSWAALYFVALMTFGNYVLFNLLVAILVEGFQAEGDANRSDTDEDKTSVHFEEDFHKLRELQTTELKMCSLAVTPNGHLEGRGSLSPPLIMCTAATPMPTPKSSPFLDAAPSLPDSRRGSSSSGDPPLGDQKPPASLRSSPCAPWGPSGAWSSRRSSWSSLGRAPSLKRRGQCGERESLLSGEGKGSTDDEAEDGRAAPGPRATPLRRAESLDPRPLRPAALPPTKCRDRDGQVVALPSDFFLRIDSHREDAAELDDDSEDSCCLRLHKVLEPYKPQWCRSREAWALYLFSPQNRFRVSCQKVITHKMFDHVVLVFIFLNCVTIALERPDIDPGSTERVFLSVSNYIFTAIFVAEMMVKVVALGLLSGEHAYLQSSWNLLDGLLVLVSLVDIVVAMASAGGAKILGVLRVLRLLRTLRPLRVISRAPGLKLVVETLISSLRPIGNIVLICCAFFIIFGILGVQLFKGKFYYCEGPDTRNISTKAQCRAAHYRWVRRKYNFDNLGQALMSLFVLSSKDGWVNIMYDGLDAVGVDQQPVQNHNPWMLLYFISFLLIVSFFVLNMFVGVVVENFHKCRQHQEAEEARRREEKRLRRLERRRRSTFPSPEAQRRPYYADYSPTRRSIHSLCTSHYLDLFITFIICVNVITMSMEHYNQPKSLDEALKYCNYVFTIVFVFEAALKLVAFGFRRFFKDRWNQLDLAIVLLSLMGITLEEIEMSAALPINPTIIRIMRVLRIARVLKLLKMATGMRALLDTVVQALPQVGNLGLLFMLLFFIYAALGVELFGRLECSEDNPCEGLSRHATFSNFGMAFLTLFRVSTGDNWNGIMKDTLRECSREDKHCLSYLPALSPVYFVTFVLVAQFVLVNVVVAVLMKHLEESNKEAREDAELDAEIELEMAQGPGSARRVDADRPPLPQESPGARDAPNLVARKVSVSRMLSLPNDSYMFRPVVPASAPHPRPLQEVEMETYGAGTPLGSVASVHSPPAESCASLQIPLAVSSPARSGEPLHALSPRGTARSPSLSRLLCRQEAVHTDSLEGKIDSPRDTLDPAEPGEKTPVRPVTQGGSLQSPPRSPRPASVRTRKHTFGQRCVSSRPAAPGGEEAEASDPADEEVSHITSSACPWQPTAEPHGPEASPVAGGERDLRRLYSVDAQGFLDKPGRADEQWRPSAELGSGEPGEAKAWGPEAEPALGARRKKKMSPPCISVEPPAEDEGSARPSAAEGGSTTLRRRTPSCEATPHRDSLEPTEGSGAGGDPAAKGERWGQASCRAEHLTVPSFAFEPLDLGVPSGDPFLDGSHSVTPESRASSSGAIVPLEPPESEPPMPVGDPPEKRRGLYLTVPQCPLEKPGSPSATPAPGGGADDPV
Active calls of the source: *. Some of the compounds tested. The share of hits here may be higher or lower than overall.

| entry | Compound | Cav3 T inh |
| --- | --- | --- |
| 1 | Cc1ccc2nc(CSc3nc(C)ccc3C#N)[nH]c2c1 | -1.4 |
| 2 | O=C(CCCc1ccccc1)Nc1cccc2c1CCCC2 | 0.035 |
| 3 | Cc1ccc2c(c1)CN1CN2Cc2cc(C)ccc21 | -0.51 |
| 4 | Cc1cc(-n2nc(C)cc2C)n2nc(C)c(-c3ccc(Cl)cc3)c2n1 | 0.91 |
| 5 | CN1CCC(OC(c2ccccc2)c2ccccc2)CC1 | 0.47 |
| 6 | Cc1noc(C)c1S(=O)(=O)N1CCN(c2ccccc2)CC1 | 0.25 |
| 7 | CCOC(=O)c1[nH]c2ccc(OCC)cc2c1NC(=O)CN1CCN(c2ccccn2)CC1 | 1.6 |
| 8 | O=C(c1cc2cc([N+](=O)[O-])ccc2oc1=O)N1CCN(c2ncccn2)CC1 | 0.53 |
| 9 | CC(Oc1ccc(F)cc1F)C(=O)/C=C/N(C)C (configuration not stated) | -1.6 |
| 10 | CC(=O)N1N=C(c2ccncc2)OC12CCCCCC2 | -0.31 |
| 11 | Cn1nccc1C(=O)Nc1ccc(Cl)cc1 | -0.066 |
| 12 | CCOc1ccc2nc(NCCNC(=O)C(C)C)c(C)cc2c1 | -0.94 |
| 13 | CCCCN(CCCC)S(=O)(=O)c1ccc(NC(=O)c2cccs2)cc1 | -0.78 |
| 14 | O=C(Nc1nnc(-c2ccc(Cl)s2)o1)C1CCCCC1 | -0.17 |
| 15 | O=C(CSc1nnc(CNC(=O)c2ccco2)o1)c1ccc(Cl)cc1 | 0.88 |
| 16 | O=C(CN1C(=O)c2ccccc2C1=O)Nc1sc2c(c1C(=O)NCc1ccco1)CCCC2 | -3.9 |
| 17 | CCCc1cc(=O)[nH]c(/N=C(\N)Nc2ccccc2)n1 | 0.032 |
| 18 | Cc1cccc(C)c1NC(=S)NNc1ncc(C(F)(F)F)cc1Cl | 0.19 |
| 19 | Nc1nnc(SCC(=O)c2ccco2)s1 | 0.1 |
| 20 | Cc1onc(-c2c(F)cccc2Cl)c1C(=O)OCC(=O)NCc1ccco1 | 0.74 |
| 21 | COC(=O)c1c(NC(=O)CC2NCCNC2=O)sc2c1CCCC2 (configuration not stated) | 0.058 |
| 22 | C/C=C\C=C\C(=O)N1CC2(CC(c3cccc(NC(=O)/C(C)=C\C)c3)=NO2)C[C@H]1C(N)=O (some centres not stated) | 0.13 |
| 23 | CC1CCCCN1C(=O)Cn1cc(/C=C2/C(=O)Nc3ccccc32)c2ccccc21 (configuration not stated) | 0.23 |
| 24 | O=C(CC1Oc2ccccc2NC1=O)NC1CCCC1 (configuration not stated) | 0.64 |
| 25 | O=C(CSc1ccccn1)N1CCN(c2ccc(Cl)cc2)CC1 | 0.07 |
| 26 | CSc1nc(-c2ccccc2)nn1C(=O)c1ccccc1 | 0.43 |
| 27 | Cc1cc(C)c(S(=O)(=O)c2ccccc2C)c(OCC(C)(C)C)n1 | -0.33 |
| 28 | Cc1c(C)c2c(C)[nH]nc2oc1=O | 1.4 |
| 29 | CCc1c(C)nc2ncnn2c1N1CCCC(C(=O)NCCc2ccc(OC)cc2)C1 (configuration not stated) | 1.9 |
| 30 | CCOc1ccc(Nc2nc3cc(S(=O)(=O)N(CC)CC)ccc3o2)cc1 | -0.027 |
| 31 | Cn1c(=O)c(C(=O)COC(=O)c2cc(C3CC3)nc3ccccc23)c(N)n(Cc2ccccc2)c1=O | 0.58 |
| 32 | CCOC(=O)c1[nH]c2c(c1C)C(=O)CC(c1ccc(N(C)C)cc1)C2 (configuration not stated) | -1 |
| 33 | COc1cccc(C(=O)Nc2ccc(NC(=O)c3ccco3)nc2)c1 | 1.1 |
| 34 | Cc1n[nH]c(C)c1S(=O)(=O)N1CCCC(C(=O)NCc2cccs2)C1 (configuration not stated) | -0.14 |
| 35 | Cc1noc(C)c1CSCC(=O)Nc1nc2ccc(Oc3ccccc3)cc2s1 | -0.069 |
| 36 | Cc1nn(Cc2ccc(Cl)cc2Cl)c(Cl)c1/C=C/C(=O)OCC(=O)NCC(F)(F)F | -0.19 |
| 37 | O=C(N/N=C/c1ccc(OC(=O)c2cccs2)cc1)c1ccc(F)cc1 | -0.74 |
| 38 | CC(C)(C)NCC(O)c1cc(O)cc(O)c1 (configuration not stated) | 2.2 |
| 39 | CC1CCN(CCCNC(=O)c2cc3c(=O)n(C)c4ccccc4c3n2C)CC1 | 0.95 |
| 40 | O=C(O)CCC(=O)N1CCN(c2ccc(C(=O)c3ccc(F)cc3)cc2)CC1 | 0.99 |
| 41 | N#Cc1c(-c2ccccc2)c(-c2ccccc2)nn(CC(=O)NNC(=O)Nc2ccc(Cl)c(Cl)c2)c1=O | -6.5* |
| 42 | O=C(CSc1nnc(-c2ccccn2)n1Cc1ccco1)c1ccc(Cl)cc1 | -5* |
| 43 | O=C(Nc1nc2ccccc2s1)C1CC(=O)N(c2ccc(F)cc2)C1 (configuration not stated) | -4.6* |
| 44 | COC(=O)C1C(O)=C(C=NCc2ccccc2)C(=O)CC1(C)C (configuration not stated) | -0.29 |
| 45 | CCN(CC)S(=O)(=O)c1cccc(-c2nnc(SCC(=O)c3ccc(Cl)s3)n2C)c1 | -1.7 |
| 46 | COc1ccc(OC)c(S(=O)(=O)NCC2CCCO2)c1 (configuration not stated) | -0.13 |
| 47 | COc1ccc(-c2nc(N3CCCCCC3)sc2C(=O)c2ccccc2)cc1 | -0.24 |
| 48 | CCP(=O)(CC)c1cccc(N)c1 | -0.051 |
| 49 | CSc1nncc(/C(C)=N\Nc2cccc(C)c2)n1 | -0.3 |
| 50 | CCOC(=O)c1c(N=CN(C)C)c(C#N)n2c1CCC2 | 0.72 |
| 51 | CC(C)NC(=O)c1cnn2c1NC(c1cccs1)CC2C(F)(F)F (configuration not stated) | 0.89 |
| 52 | CCCCC1=CC2=CC(=O)C(C)(OC(=O)CC)C(=O)C2=CN1CCc1ccc(Br)cc1 (configuration not stated) | 0.1 |
| 53 | Cc1ccc(S(=O)(=O)N2CCOCC2)cc1C(=O)NCc1cccnc1 | 0.71 |
| 54 | CCOc1cccc(C(=O)NC2CCCCC2)c1 | 2.3 |
| 55 | CC(C)C1Cc2c(sc3[nH]c(=S)n(Cc4ccccc4)c(=O)c23)CO1 (configuration not stated) | -2.6 |
| 56 | CCOC(=O)C1=C(C)NC(=S)N(C(C)=O)C1c1ccccc1 (configuration not stated) | 0.36 |
| 57 | CCCCn1c(N)c(Sc2ccc(Cl)cc2)c(=O)[nH]c1=O | -0.27 |
| 58 | CN(c1ccccc1C(=O)Nc1ccc2c(c1)OCCO2)S(C)(=O)=O | 0.023 |
| 59 | CCCn1cc2c(c1-c1cccc(C)c1)c(=O)n(C)c(=O)n2C | -1.2 |
| 60 | COCCCNC(=O)c1cn(C)c(=O)c2cc(OC)c(OC)cc12 | 0.41 |

Next part.
| entry | Compound | Cav3 T inh |
| --- | --- | --- |
| 61 | O=C(CSc1nnc(Cn2nnc3ccccc32)o1)Nc1ccc(Cl)cc1 | 0.054 |
| 62 | CCC(=O)Nc1cccc(C2=NOC3(C2)C[C@@H](C(N)=O)N(C(=O)c2ccccc2C(=O)c2ccccc2)C3)c1 (some centres not stated) | 0.25 |
| 63 | CC(C)CC(=O)Nc1cccc(C(=O)Nc2ccccc2C(=O)O)c1 | 1.1 |
| 64 | COc1ccc(NC(=O)c2cc3c(s2)CCC3)cc1S(=O)(=O)N1CCOCC1 | 0.055 |
| 65 | C[C@@]12CCC=C[C@H]1[C@H](c1ccc3ccccc3c1/C=C/c1ccccc1)N(Cc1ccccc1)C2=O | -2.2 |
| 66 | CCOC(=O)C1CCN(C(=O)Cc2c(C(=O)O)n(C)c3ccccc23)CC1 | 0.64 |
| 67 | COc1ccc2[nH]c(=O)c(CN(Cc3nnnn3CCc3ccccc3)CC3CCCO3)cc2c1 (configuration not stated) | -0.33 |
| 68 | N/C(=N\c1nc2ccccc2o1)NC(=O)c1ccccc1NC(=O)c1ccccc1 | -0.039 |
| 69 | CSc1nnc(-c2sccc2OCc2ccccc2)n1C | 0.97 |
| 70 | CCOCCCNC(=O)C1CCCN(S(=O)(=O)CC)C1 (configuration not stated) | 0.72 |
| 71 | CO/N=C\C(=N\Nc1ccc(OC)cc1)C(=O)c1ccccc1 | 2.1 |
| 72 | CC1(c2nnc(-c3ccccc3)o2)CC(c2ccncc2)=NO1 (configuration not stated) | 0.56 |
| 73 | Cc1ccc(-c2nc3cccnc3s2)cc1NS(=O)(=O)c1ccc2c(c1)OCCO2 | 0.031 |
| 74 | COc1ccc(C)c2sc(NC(=O)C3=COCCO3)nc12 | 0.9 |
| 75 | CC(C)[C@H](NC(=O)c1ccco1)C(=O)OCC(=O)N1CCc2ccccc21 | 0.46 |
| 76 | Nc1nc(CSCCO)nc(Nc2ccccc2)n1 | -0.27 |
| 77 | O=C(CCc1nc(-c2ccc(Cl)cc2)no1)OCc1ccc(Br)cc1 | -0.25 |
| 78 | COc1ccccc1NC(=O)/C(C#N)=C/C=C/c1ccco1 | -1.5 |
| 79 | COc1ccccc1-c1nnc(SCc2nc3ccccc3s2)n1C | 0.79 |
| 80 | Cc1ccc(C(=O)OCc2cc3ccccc3[nH]c2=O)cc1 | 0.86 |

Additional compounds
No.	molecule	Cav3 T inh
81	CCOC(=O)c1c(C)[nH]c(C(=O)COC(=O)C2CC(=O)N(Cc3ccccc3)C2)c1C (configuration not stated)	-0.036
82	CCOC(=O)Cc1csc(NC(=O)COc2ccc(N(C)S(=O)(=O)c3ccc(C)cc3)cc2)n1	-6.5*
83	FC(F)(F)c1ccc(CN2CCCCCC2)cc1	-0.0022
84	Cc1cccc(C(=O)N/N=C/c2ccncc2)c1	-0.25
85	COC(=O)c1cc(S(=O)(=O)NC2CCN(Cc3ccccc3)CC2)cn1C	-0.015
86	N#Cc1c(N)nc(SC2CCCCC2=O)c(C#N)c1-c1ccco1 (configuration not stated)	0.26
87	O=C1NC[C@@H](Cc2cccc3ccccc23)N(CC2(c3ccccc3)CC2)C1=O	-0.014
88	CC1CCN(c2nc3nonc3nc2N2CCC(C)CC2)CC1	-2.6
89	O=C(O)CSc1ccccc1C(=O)O	0.67
90	C=CCNC(=O)CNS(=O)(=O)c1ccc(F)cc1	0.63
91	Clc1ccc2c(c1)c1ccccc1n2CN1CCOCC1	-0.44
92	COc1ccccc1N1CC(C(=O)Nc2ccc(S(=O)(=O)N3CCOCC3)cc2)CC1=O (configuration not stated)	0.64
93	Cc1ccc(NC(=O)c2nn(C34CC5CC(CC(C5)C3)C4)cc2[N+](=O)[O-])cc1	-2.7
94	CN(C)C=NC(=O)c1ccc(N2CCN(c3ncc(C(F)(F)F)cc3Cl)CC2)cc1	-0.48
95	COc1ccc(N(C(=O)Cn2nnc3ccccc32)C(C(=O)NCc2ccco2)c2ccc(C)o2)cc1 (configuration not stated)	-0.77
96	COc1ccccc1NC(=O)N1CCC(c2nnc(SCC(N)=O)n2C)CC1	0.32
97	CCOc1ccc(Cc2nnc(N)s2)cc1OCC	-0.44
98	COc1ccc(-n2cnnc2SCc2ncc(-c3ccccc3)o2)cc1	-1.9
99	CCCS(=O)(=O)N1CCC(C(=O)NCCCN(CC)c2cccc(C)c2)CC1	0.25
100	Cn1c(C(=O)NCc2cccs2)cc2c(=O)n(C)c3ccccc3c21	1.1
101	NCCCC[C@H]1CN=C(N)N1CCC12CC3CC(CC(C3)C1)C2	0.11
102	CCOC(=O)c1ccc(N=c2sc(C(=O)OC)cc(=O)n2Cc2ccco2)cc1	-1.3
103	Cc1cc(C)n(CC(O)Cn2c3ccccc3c3ccccc32)n1 (configuration not stated)	-4.1
104	Cc1cc2oc3ccc(NCCCN4CCOCC4)cc3c(=O)c2cc1C	-0.95
105	CCOC(=O)C1C(c2ccc(O)c(OCC)c2)NC(=S)NC1(O)C(F)(F)F (configuration not stated)	1.4
106	CSc1nc(-c2ccccc2)[nH]c(=S)c1C(C)=O	0.36
107	Cc1cc(NC(=O)c2cc(S(=O)(=O)N3CCCCC3)ccc2C)n(-c2ccccn2)n1	-0.095
108	COc1ccc(CN(C#N)c2nc(SC)nc(N(C)C)n2)cc1	-1.5
109	Cc1n[nH]c(=S)n(/N=C/c2ccccn2)c1=O	1.1
110	CCOC(=O)N1CCC(N2Cc3cccc(C(=O)N4CCN(C5CCCCC5)CC4)c3C2=O)CC1	0.45
111	CCCc1cc(=O)[nH]c(Nc2ccc(O)cc2)n1	1.1
112	CCOC(=O)C(C(C)=O)c1c(Br)c(O)c(O)c2c(C(=O)c3ccc(C)cc3)coc12 (configuration not stated)	-2.3
113	Cc1nc2sc3c(c2c2nc(-c4ccco4)nn12)CCCC3	0.36
114	O=C(NC1CCCC1)C1CCCN(S(=O)(=O)c2ccc(-n3cnnn3)cc2)C1 (configuration not stated)	0.21
115	Cc1ccc(Cn2c(C(C)Nc3nc(-c4ccc(F)cc4)cs3)nc3cc(C(=O)NCCCO)ccc32)cc1 (configuration not stated)	0.34
116	Cc1ccc(CNC(=O)Cn2ccc3ccccc3c2=O)o1	1.4
117	NC(=O)c1cccc2c(=O)oc3ccccc3c12	0.92
118	Nn1c(SCC(=O)Nc2ccc(Oc3ccccc3)cc2)nnc1C1CC1	-0.16
119	Cc1ccc(-c2nnn(CCC(=O)NC(C)(C)C)n2)cc1	-1
120	CCOc1ncccc1C(=O)OCc1ccc(C(=O)OC)o1	-0.044
121	CSc1nc2ccccc2n1CC(=O)Nc1c(C)n(C)n(-c2ccccc2)c1=O	0.3
122	Cc1onc(-c2ccccc2)c1C(=O)Nc1nc(-c2ccc(F)c(F)c2)cs1	-1.4
123	COc1ccc(/C=N/NC(=O)c2ccn[nH]2)cc1COc1ccc(Cl)cc1	-1.3
124	CCN1C(=O)N(c2cccc3ccccc23)C(C)=CC1(C)C	-5.7*
125	COc1ccccc1-n1c(SCC(=O)N2CCOCC2)nc(O)c(Cc2ccccc2)c1=O	-0.75
126	COc1ccc(NC(=O)c2cc([N+](=O)[O-])nn2Cc2ccccc2)c(C)c1	-0.032
127	CCOC(=O)/C=C1\SCC(=O)N1Cc1ccc(Br)cc1	-2.2
128	c1ccc(CNCCN2CCNCC2)nc1	-0.66
129	CCCCn1nnnc1SCC(=O)Nc1ccc2c(c1)OCCO2	-0.067
130	CN(Cc1nc2ccccc2c(=O)[nH]1)Cc1cc(=O)oc2ccc3ccccc3c12	-0.75
131	COCCSc1ccccc1C(=O)N1CCCC1	-0.017
132	Cc1c(Cl)cccc1NC(=O)CN1C(=O)CSc2ncccc21	-0.053
